Assay outcomes (PubChem BioAssay)
Mtb BioA inh = M. tuberculosis BioA enzyme inhibitors, primary screen, biochemical, plate reader, single point, HTS. purified M. tuberculosis BioA enzyme. inhibition, % at 9.99 µM. 360,000 tested, 0.096% active. AID 602481, 2012; in the data active = inhibition above about 40%
* = called active by the depositor.

SMILES	Mtb BioA inh
CNC[C@H]1Oc2ccc(NC(=O)Cn3cnnn3)cc2CC(=O)N([C@@H](C)CO)C[C@@H]1C	2.2
COCC(=O)N1C[C@H]2[C@@H](c3ccccc31)[C@H](CO)N2C(=O)C1CC1	-2.2
CCCC(=O)Nc1ccc2c(c1)OC[C@@H](C)N(C(=O)CC1CC1)C[C@@H](C)[C@H](OC)CN(C)C2=O	-1.9
CC(C)NC(=O)Nc1ccc2c(c1)C(=O)N([C@@H](C)CO)C[C@@H](C)[C@@H](CN(C)C(=O)NC(C)C)OCCCC[C@H](C)O2	-1.1
CS(=O)(=O)N1C[C@@H](O)COC[C@@H]2O[C@H](CC(=O)NCc3ccccc3)CC[C@H]21	0.9
C[C@@H]1CN([C@H](C)CO)C(=O)c2cccc(NC(=O)c3cnccn3)c2O[C@@H]1CN(C)Cc1ccc(-c2ccccc2)cc1	-3.1
O=C(C[C@H]1C=C[C@H](NC(=O)NC2CCCC2)[C@@H](CO)O1)NCc1ccc(F)cc1	-1.3
C[C@H]1CN([C@@H](C)CO)C(=O)c2cc(NC(=O)Cn3cnnn3)ccc2O[C@@H]1CN(C)S(C)(=O)=O	0.0
N#C[C@@H]1[C@H](c2ccc(C3=CCCCC3)cc2)[C@@H](CO)N1C(=O)c1ccccn1	-1.2
C[C@@H]1CN([C@H](C)CO)S(=O)(=O)c2ccc(C#Cc3ccccc3)cc2O[C@H]1CN(C)S(=O)(=O)c1ccccc1F	-3.1

Shown as comma-separated lines: entries from further up
molecule,Mtb BioA inh
CNC[C@H]1Oc2ccc(NC(=O)Cn3cnnn3)cc2CC(=O)N([C@@H](C)CO)C[C@@H]1C,2.2
COCC(=O)N1C[C@H]2[C@@H](c3ccccc31)[C@H](CO)N2C(=O)C1CC1,-2.2
CCCC(=O)Nc1ccc2c(c1)OC[C@@H](C)N(C(=O)CC1CC1)C[C@@H](C)[C@H](OC)CN(C)C2=O,-1.9
CC(C)NC(=O)Nc1ccc2c(c1)C(=O)N([C@@H](C)CO)C[C@@H](C)[C@@H](CN(C)C(=O)NC(C)C)OCCCC[C@H](C)O2,-1.1
CS(=O)(=O)N1C[C@@H](O)COC[C@@H]2O[C@H](CC(=O)NCc3ccccc3)CC[C@H]21,0.9

(continued)
SMILES	Mtb BioA inh
CC(C)c1cn(CC[C@@H]2CC[C@H](NS(=O)(=O)c3ccc(Cl)cc3)[C@@H](CO)O2)nn1	-4.5
CN(C)C(=O)c1cccc(-c2ccc([C@@H]3[C@@H](CO)N4CCCCN(C(=O)C5CCC5)C[C@H]34)cc2)c1	-0.3
Cc1noc(C)c1S(=O)(=O)N(C)C[C@@H]1OCCCC[C@@H](C)Oc2ccc(NC(=O)CCCN(C)C)cc2C(=O)N([C@H](C)CO)C[C@@H]1C	-1.0
C[C@@H](O)C#Cc1ccc([C@H]2[C@@H](CO)N3CCCCN(C(=O)c4ccc5c(c4)OCO5)C[C@@H]23)cc1	2.7
C[C@H](NC(=O)C[C@H]1CC[C@H](NC(=O)c2cccnc2)[C@@H](CO)O1)c1ccccc1	0.8
COCc1cn(CC[C@@H]2CC[C@@H](NC(=O)Nc3ccc(Cl)cc3)[C@H](CO)O2)nn1	1.2
C[C@@H]1CCCCO[C@H](CN(C)S(=O)(=O)c2ccccc2)[C@@H](C)CN([C@@H](C)CO)C(=O)c2cc(NC(=O)C3CCCCC3)ccc2O1	-2.9
COCC#Cc1ccc([C@H]2[C@H]3CN(C(=O)NC4CCCC4)CCCCN3[C@H]2CO)cc1	-2.3
C/C=C/c1ccc([C@H]2[C@@H](CO)N3CCCCN(S(=O)(=O)c4cccs4)C[C@@H]23)cc1	1.6
CC(C)NC(=O)Nc1ccc2c(c1)C(=O)N([C@@H](C)CO)C[C@@H](C)[C@@H](CN(C)C(=O)Nc1ccc(C(F)(F)F)cc1)O2	-0.9
COc1cccc(S(=O)(=O)N[C@@H]2C=C[C@H](CC(=O)NCc3ccncc3)O[C@@H]2CO)c1	3.1
CCCNC(=O)N1C[C@H](O)COC[C@@H]2O[C@H](CC(=O)N[C@@H]3CCN(Cc4ccccc4)C3)CC[C@H]21	3.7
CC(C)NC(=O)Nc1ccc2c(c1)C(=O)N([C@@H](C)CO)C[C@@H](C)[C@H](CN(C)C(=O)CCC(F)(F)F)OCCCC[C@@H](C)O2	-0.2
CO[C@@H]1CN(C)C(=O)c2ccc(NC(=O)C3CCOCC3)cc2OC[C@H](C)N(C)C[C@@H]1C	-0.5
COc1ccc(C#Cc2cnc3c(c2)C(=O)N([C@@H](C)CO)C[C@H](C)[C@@H](CN(C)CC2CCCC2)O3)cc1	2.1
Cc1noc(C)c1NC(=O)Nc1ccc2c(c1)C(=O)N([C@H](C)CO)C[C@H](C)[C@@H](CN(C)S(=O)(=O)c1ccc(Cl)cc1)OCCCC[C@H](C)O2	-2.9
COc1cccc(-c2ccc3c(c2)[C@@H]2[C@@H](CCN2C(=O)c2ccc4c(c2)OCO4)[C@H](CO)N3C)c1	-2.1
COCC(=O)Nc1ccc2c(c1)OC[C@@H](C)N(CCc1ccccc1)C[C@@H](C)[C@H](OC)CN(C)C2=O	2.9
O=C(NCC[C@H]1CC[C@H](NC(=O)C2CCC2)[C@H](CO)O1)c1ccc(F)cc1	-1.9
C[C@H](CO)N1C[C@H](C)[C@H](CN(C)CC2CCCC2)OCc2cn(nn2)CCCC1=O	-1.9
Cc1ccc(S(=O)(=O)N(C)C[C@H]2Oc3ccc(NC(=O)Cc4cn(C)c5ccccc45)cc3C(=O)N([C@@H](C)CO)C[C@@H]2C)cc1	-1.4
Cc1ccc(S(=O)(=O)N[C@@H]2CC[C@@H](CC(=O)NC3CCCCC3)O[C@@H]2CO)cc1	-2.4
O=C(NCc1ccc(F)cc1)[C@@H]1[C@@H](CO)[C@@H]2Cn3c(cccc3=O)[C@H]1N2CC1CCCC1	-0.1
O=C(Nc1ccccc1)N1CCCCN2[C@@H](CO)[C@@H](c3ccc(-c4ccccc4F)cc3)[C@@H]2C1	0.8
O=C1O[C@@H](c2ccccc2)[C@@H](c2ccccc2)N2[C@@H](c3ccccc3OCCO)[C@]3(C(=O)Nc4ccc(C#CC5=CCCCC5)cc43)[C@@H](C(=O)N3CCN(c4ncccn4)CC3)[C@H]12	-1.1
CCCNC(=O)[C@@H]1[C@@H](CO)[C@@H]2Cn3c(ccc(C4=CCCCC4)c3=O)[C@H]1N2CCC	-1.8
CCCNC(=O)N1C[C@H]2[C@@H](c3ccccc31)[C@@H](CO)N2C(=O)Nc1ccccc1F	13
C[C@@H]1CN([C@@H](C)CO)C(=O)c2cc(NC(=O)CCC(F)(F)F)ccc2O[C@@H](C)CCCCO[C@H]1CN(C)S(=O)(=O)c1cn(C)cn1	-0.5
CNC(=O)C[C@H]1CC[C@@H]2[C@@H](COc3ccc(NC(=O)c4cccc(OC)c4)cc3C(=O)N2C)O1	-3.7
CCC(=O)Nc1ccc2c(c1)C(=O)N(C)[C@@H]1CC[C@@H](CC(=O)NC3CCCC3)O[C@@H]1CO2	-1.2
C[C@@H]1CN([C@@H](C)CO)C(=O)Cc2cc(NC(=O)Cc3cn(C)c4ccccc34)ccc2O[C@H]1CN(C)Cc1ccc(Oc2ccccc2)cc1	-3.1
Cc1ccc(S(=O)(=O)N(C)C[C@H]2OCc3ccccc3-c3c(n(C)c4ccccc34)C(=O)N([C@@H](C)CO)C[C@H]2C)cc1	0.4
CO[C@@H](CN(C)S(=O)(=O)c1ccc(C)cc1)[C@@H](C)CN([C@H](C)CO)S(=O)(=O)c1cccc(Cl)c1	2.4
O=C(C[C@H]1C[C@H]2c3cc(NC(=O)NC4CCCC4)ccc3O[C@H]2[C@@H](CO)O1)NC1CCCCC1	-1.4
O=C(C[C@@H]1CC[C@H](NS(=O)(=O)c2ccccc2F)[C@H](CO)O1)NCCCN1CCOCC1	-1.2
C[C@H](CO)N1C[C@H](C)[C@@H](CN(C)C(=O)Cc2ccccn2)Oc2ncc(/C=C/c3ccccc3)cc2C1=O	3.6
C[C@@H]1CN([C@H](C)CO)C(=O)c2cc(NS(=O)(=O)c3ccc(Cl)cc3)ccc2O[C@@H](C)CCCCO[C@@H]1CN(C)C	0.9
COCC(=O)Nc1ccc2c(c1)OC[C@H](C)N(Cc1cccnc1)C[C@@H](C)[C@H](OC)CN(C)C2=O	-2.7
O=S(=O)(c1cccs1)N1CCCCN2[C@H](CO)[C@H](c3ccc(Br)cc3)[C@H]2C1	-1.1
CC(=O)Nc1ccc2c(c1)C(=O)N(C)[C@@H]1CC[C@H](CC(=O)NCc3ccc4c(c3)OCO4)O[C@H]1CO2	-0.1

By substructure, those above containing an aryl methoxy group
SMILES	Mtb BioA inh
COc1cccc(S(=O)(=O)N[C@@H]2C=C[C@H](CC(=O)NCc3ccncc3)O[C@@H]2CO)c1	3.1
COc1ccc(C#Cc2cnc3c(c2)C(=O)N([C@@H](C)CO)C[C@H](C)[C@@H](CN(C)CC2CCCC2)O3)cc1	2.1
COc1cccc(-c2ccc3c(c2)[C@@H]2[C@@H](CCN2C(=O)c2ccc4c(c2)OCO4)[C@H](CO)N3C)c1	-2.1
CNC(=O)C[C@H]1CC[C@@H]2[C@@H](COc3ccc(NC(=O)c4cccc(OC)c4)cc3C(=O)N2C)O1	-3.7

(cont.)
SMILES	Mtb BioA inh
CCCC#Cc1cnc2c(c1)C(=O)N([C@H](C)CO)C[C@@H](C)[C@@H](CN(C)C(=O)Nc1ccccc1F)O2	-2.1
Cc1ccccc1S(=O)(=O)N1[C@@H]2Cn3c(cccc3=O)[C@H]1[C@@H](C(=O)N1CCOCC1)[C@@H]2CO	-0.8
COc1ccc(S(=O)(=O)Nc2ccc3c(c2)C(=O)N([C@@H](C)CO)C[C@@H](C)[C@@H](CN(C)CC2CC2)O3)cc1	-3.2
COc1ccc(-c2ccc3c(c2)O[C@@H](CN(C)C)[C@@H](C)CN([C@H](C)CO)S3(=O)=O)cc1	3.3
C[C@H](CO)N1C[C@H](C)[C@H](CN(C)CC2CC2)Oc2cc(-c3ccccc3)ccc2S1(=O)=O	-0.3
CN(C)CC(=O)Nc1ccc2c(c1)[C@H]1C[C@H](CC(=O)NCc3ccccc3F)O[C@@H](CO)[C@H]1O2	-2.5
CCN(C[C@H]1N[C@@H](CO)[C@@H]1c1ccc(C2=CCCC2)cc1)C(=O)c1cccnc1	-3.9
NCC[C@H]1CC[C@@H](NC(=O)Cc2ccncc2)[C@H](CO)O1	-0.4
CN1C(=O)c2cc(NC(=O)c3ccc(Cl)cc3)ccc2OC[C@@H]2O[C@@H](CC(=O)O)CC[C@@H]21	-0.5
COC(=O)C[C@@H]1CC[C@@H]2[C@@H](COc3ccc(NC(=O)Nc4cccc(F)c4)cc3C(=O)N2C)O1	16
Cc1ccc(S(=O)(=O)Nc2ccc3c(c2)C(=O)N([C@H](C)CO)C[C@@H](C)[C@@H](CN(C)C(=O)NC2CCCCC2)OCCCC[C@H](C)O3)cc1	-2.2
C[C@H](O)C#Cc1cnc2c(c1)C(=O)N([C@@H](C)CO)C[C@@H](C)[C@H](CN(C)C(=O)CN1CCOCC1)O2	0.9
C[C@H](CO)N1C[C@H](C)[C@@H](CN(C)Cc2ccccc2)Oc2ncc(-c3cccc(C#N)c3)cc2C1=O	1.0
CNC(=O)C[C@@H]1CC[C@@H]2[C@H](COc3ccc(NS(=O)(=O)c4cccc(F)c4)cc3C(=O)N2C)O1	-1.1
O=C(C[C@@H]1C[C@H]2c3cc(NC(=O)c4ccc5c(c4)OCO5)ccc3O[C@H]2[C@@H](CO)O1)NCc1ccccn1	0.7
C[C@@H]1CN([C@H](C)CO)C(=O)c2cc(-c3cncnc3)cnc2O[C@H]1CN(C)C(=O)c1ccccc1F	2.8
Cc1ccc(S(=O)(=O)N(C)C[C@H]2OCCCC[C@@H](C)Oc3ccc(NS(=O)(=O)c4cccs4)cc3C(=O)N([C@@H](C)CO)C[C@@H]2C)cc1	-2.7
C[C@H]1CCCCO[C@@H](CN(C)Cc2ccccc2)[C@@H](C)CN([C@@H](C)CO)C(=O)c2cc(NC(=O)Nc3ccc4c(c3)OCO4)ccc2O1	-2.7
CO[C@H]1CC[C@@H]2CCOc3ccc(C#N)cc3C(=O)N(C)[C@@H](C)C(=O)N(C)C[C@H]1O2	-0.4
O=C(C[C@@H]1CC[C@@H]2[C@H](COC[C@H](O)CN2S(=O)(=O)c2ccccc2)O1)NCCN1CCCCC1	11
C[C@H]1CN([C@@H](C)CO)C(=O)c2cccc(NS(=O)(=O)c3cn(C)cn3)c2O[C@H]1CN(C)CC1CCCCC1	1.5
C[C@@H]1CCCCO[C@@H](CN(C)C(=O)c2ccccc2)[C@H](C)CN([C@H](C)CO)C(=O)c2cc(NS(=O)(=O)c3ccc(F)cc3)ccc2O1	-1.7
COc1ccccc1NC(=O)N1CC[C@@H]2[C@H]1c1cc(-c3ccccc3)ccc1N(C)[C@H]2CO	-0.6
C[C@H](CO)N1C[C@H](C)[C@@H](CN(C)CC2CCCCC2)Oc2c(NS(C)(=O)=O)cccc2C1=O	-0.7
C[C@@H]1CCCCO[C@H](CN(C)C(=O)c2ccncc2)[C@@H](C)CN([C@H](C)CO)C(=O)c2cc(NC(=O)NC3CCCCC3)ccc2O1	-1.7
Cc1ccc(S(=O)(=O)N(C)C[C@@H]2Oc3ccc(NS(=O)(=O)c4ccccc4)cc3CC(=O)N([C@@H](C)CO)C[C@@H]2C)cc1	0.7
C[C@@H]1CN([C@@H](C)CO)C(=O)c2cccc(NC(=O)C3CCCCC3)c2O[C@@H]1CN(C)C(=O)Nc1ccc(F)cc1	5.8
C[C@@H]1CCCCO[C@@H](CN(C)C(=O)Nc2ccc(F)cc2)[C@H](C)CN([C@H](C)CO)C(=O)c2cc(NS(=O)(=O)c3cn(C)cn3)ccc2O1	0.5
C[C@H](CO)N1C[C@H](C)[C@@H](CN(C)Cc2ccc(C(=O)Nc3ccccc3N)cc2)Oc2c(cccc2N(C)C)C1=O	-1.9
CO[C@H]1CN(C)C(=O)c2cc(NS(=O)(=O)CC(F)(F)F)ccc2OC[C@@H](C)N(C(=O)NC(C)C)C[C@@H]1C	-2.1
C=CC[C@H](OC(=O)Nc1ccc(SC)cc1)c1ccc(OCCO)cc1	-0.1

These rows are one share of the data, so the mix of outcomes need not match the whole.
